Assay outcomes (PubChem BioAssay)
B2AR arrestin: beta2AR (human) beta-arrestin recruitment activity. beta-arrestin recruitment to beta2AR, cell-based reporter. Potency, µM (series often up to 46.1 µM), inactives show top-dose activation, hits mostly activators. actives 0.02% (n = 330,000);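 also: potency is read from the fitted curve at half-maximal effect; 0% = DMSO controls and full agonism = EC100 isoproterenol or metaproterenol; nearly all actives have a fitted effect of over 65% in size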
Target sequence (P07550 whole entry, looked up): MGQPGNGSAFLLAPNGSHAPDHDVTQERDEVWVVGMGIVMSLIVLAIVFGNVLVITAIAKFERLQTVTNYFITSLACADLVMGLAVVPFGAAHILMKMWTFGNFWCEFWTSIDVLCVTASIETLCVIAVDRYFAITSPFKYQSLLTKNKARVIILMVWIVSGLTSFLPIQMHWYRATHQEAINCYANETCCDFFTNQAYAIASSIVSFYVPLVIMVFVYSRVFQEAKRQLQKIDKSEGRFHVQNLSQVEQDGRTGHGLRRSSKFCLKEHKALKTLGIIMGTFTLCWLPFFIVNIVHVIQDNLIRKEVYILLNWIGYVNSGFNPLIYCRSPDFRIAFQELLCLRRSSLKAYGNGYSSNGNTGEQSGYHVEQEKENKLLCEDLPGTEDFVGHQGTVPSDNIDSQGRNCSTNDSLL
TSHR antagonist: antagonists of human thyroid stimulating hormone receptor | actives 0.2% (n = 330,000) | TSHR-expressing cells, TSH-stimulated cAMP HTRF, 2 h; stronger effect = lower value | activity change, negative = inhibition, % at 11.5 µM | P16473 | AID 504810;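 active = activity change below a set negative limit, meaning inhibition stronger than a set level, cut at about -70% in these data; inconclusive = activity change between two set negative limits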; also: % is scaled to controls: 0 for no effect and ±100 for the full control effect
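Competitive HTRF cAMP read-out (cryptate anti-cAMP antibody, cAMP-d2; 30 min, room temperature) in freshly harvested TSHR cells. Compounds added before TSH at EC80 (4nM final), followed by 2 hours' incubation at 37 deg C.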
Tb PFK inh: inhibitors of T. brucei phosphofructokinase; T. brucei PFK, ADP-Glo luminescence; Potency, µM (highest dose often 57.5 µM), for the others: at the top dose activity, negative = inhibition, most hits filed as inhibitors; actives 0.17% (n = 330,000); AID 485367;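 also: potency is read from the fitted curve at half-maximal effect; 0% = uninhibited 1x PFK enzyme wells and -100% = no-enzyme wells; nearly all actives have a fitted effect of over 60% in size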
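PFK 1.25 nM, F6P 0.5 mM, ATP 0.1 mM, 0.1 M TEA pH 8.0, 5 mM MgCl2, 0.01% Tween20, 0.1% BSA; 45 min RT. ADP-Glo readout. qHTS titration up to 57 uM; curves fitted, compounds curve-classed.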
uPA generation: blocks generation of uPA at the cell surface | cell surface uPA generation assay, qHTS | Potency, µM (highest dose often 38.3 µM), without a hit: at the top dose activity change, negative = inhibition, actives largely listed as inhibitors | actives 0.31% (n = 330,000); active = well fitted inhibition curve with a large enough effect; inconclusive = small, poorly fitted or top-dose-only effect; inactive = no such curve, though single readings can be large or run the other way; tested in mouse RAW 264.7 cells; also: potency is read from the fitted curve at half-maximal effect; % is scaled to controls: 0 for no effect and ±100 for the full control effect; nearly all actives have a fitted effect of over 55% in size
TCR act: activators of T cell receptors. primary human leukocytes, anti-CD3, IL-2 HTRF, 48 h. Potency, µM (highest dose often 9.22 µM), for the others: at the highest dose activation of IL-2 secretion, most hits filed as activators. 330,000 tested, under 10 active. AID 504894; also: % of control where 0% means no effect
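Readout: HTRF IL-2, Eu-cryptate/d2 antibody pair, 320nm excitation, 665nm emission. Stimulus: a-CD3 beads, no co-stimulation. Cells: primary human leukocytes. Exposure: 48 hr with compound.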
USP2a block: inhibitors of human ubiquitin-specific protease USP2a | Potency, µM (top dose mostly 38.3 µM), for the others: at the highest dose activity change, negative = inhibition, hits mostly inhibitors | O75604 | actives 0.01% (n = 330,000) | USP2 core, Ub-CHOP2 coupled fluorogenic reporter, 485/531 | AID 463254;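 also: potency is read from the fitted curve at half-maximal effect; plate controls were DMSO wells for no effect and full inhibition by NEM control for full effect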
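Deubiquitinase activity read as fluorescence (485/531 nm) after Ub-CHOP2 cleavage activates the enterokinase reporter on its substrate; USP2 core 10nM, Ub-CHOP2 and substrate 25nM each, 30min compound preincubation then 60min RT; data normalized to NEM, curves fitted.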
BCR signal inh: blocks chronic active B-cell receptor signaling. ABC-DLBCL IkBa-CBG/CBR reporter, luminescence ratio, 4 h. Potency, µM (titrated, usually from 46.1 µM), for the others: at the highest dose ratio change, negative = lower green/red ratio, usual class: inhibitors. actives 0.05% (n = 340,000). AID 493014; active = well fitted inhibition curve with a large enough effect in the signal ratio, with a control signal flat, not every such curve was filed as active; inconclusive = small, poorly fitted or top-dose-only effect, or effect the other way, or a change in a side signal; the % refers to the signal ratio;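 also: potency is read from the fitted curve at half-maximal effect; plate controls were basal doxycycline-induced cells for no effect and cells given 10 µM MG132 for full effect; MG132 reads +100%, hits lower the ratio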
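Doxycycline induced both beetle luciferases in TMD8 lymphoma cells; IKK-driven degradation limits the IkappaBalpha-fused green signal, while red luminescence normalises for cell number and nonspecific effects. Compounds tested up to 46 uM, 4 hrs.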
ELG1 DNA repair: ELG1-dependent DNA repair inhibition. actives 2.3% (n = 330,000). HEK293T ELG1-luciferase reporter, luminescence, 16 h; DNA damage induced by 5-fluorouridine. Potency, µM (series often up to 46.1 µM), inactives show at the top dose activity change, negative = inhibition, most hits filed as inhibitors. AID 504467; also: potency is read from the fitted curve at half-maximal effect; % is scaled to controls: 0 for no effect and ±100 for the full control effect; nearly all actives have a fitted effect of over 55% in size
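Cells (2,000 per well) received 5-fluorouridine plus test compound or DMSO and were incubated 16 hr at 37 °C, 5% CO2. Luciferase activity was read by luminescence 30 min after ONE-Glo addition; signal suppression marked inhibition of damage-induced ELG1 function.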
Eya2 inh: inhibitors of human Eya2 phosphatase activity; O00167; recombinant Eya2, OMFP fluorescence dephosphorylation (OMFP is methylfluorescein phosphate); Potency, µM (titrated, usually from 76.9 µM), for the others: at the highest dose activity, negative = inhibition, actives largely listed as inhibitors; actives 0.006% (n = 330,000); also: potency is read from the fitted curve at half-maximal effect; % is scaled to controls: 0 for no effect and ±100 for the full control effect
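Eya2 protein (added as 0.2 uM solution) was preincubated with compound for 10 min at ambient temperature in 50 mM HEPES pH 7.5, 50 mM NaCl, 5 uM MgCl2, 0.05% BSA, 1 mM DTT. OMFP (added at 50 uM) then reacted 10 min; fluorescence read at 485/525 nm.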
PTAP TSG101 blk: blocks PTAP/TSG101 interaction to inhibit HIV-1 budding; Q99816; Potency, µM (series often up to 115 µM), without a hit: top-dose activity change, negative = inhibition, hits mostly inhibitors; 340,000 tested, under 10 active; Fluorescence polarization, FITC-PTAP peptide / Tsg101 binding; AID 493005; active = well fitted inhibition curve with a large enough effect in the main read-out, with a control signal flat, not every such curve was filed as active; inconclusive = small, poorly fitted or top-dose-only effect, or effect the other way, or a change in a side signal; inactive = no such curve, though single readings can be large or run the other way; also: potency is read from the fitted curve at half-maximal effect; % of control where 0% means no effect
Target sequence (Q99816 whole entry, looked up): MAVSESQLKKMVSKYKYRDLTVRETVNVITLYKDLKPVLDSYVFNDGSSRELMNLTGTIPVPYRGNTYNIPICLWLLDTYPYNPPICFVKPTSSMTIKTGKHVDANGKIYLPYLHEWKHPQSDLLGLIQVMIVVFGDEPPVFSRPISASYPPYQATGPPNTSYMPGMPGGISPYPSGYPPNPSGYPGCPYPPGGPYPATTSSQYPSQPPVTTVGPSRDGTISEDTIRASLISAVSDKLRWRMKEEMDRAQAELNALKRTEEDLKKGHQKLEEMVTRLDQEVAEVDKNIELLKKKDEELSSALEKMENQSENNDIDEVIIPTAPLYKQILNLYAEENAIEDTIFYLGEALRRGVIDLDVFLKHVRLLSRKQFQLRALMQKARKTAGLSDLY
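Tsg101 binding domain (10 uM final) was mixed with compound and a FITC-labeled PTAP peptide (50 nM final) in HEPES pH 7.5 buffer with NaCl, Tween 20, EDTA and TCEP; fluorescence polarization was read after 20 min at r.t.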
Mito fusion yeast: mitochondrial division inhibition or fusion activation; S. cerevisiae fusion-defective mutant growth rescue, CellTiterGlo 48 h; Potency, µM (titrated, usually from 46.1 µM), for inactives: at the highest dose growth rescue (activation), usual class: activators; actives 0.23% (n = 320,000); AID 485298;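 also: potency is read from the fitted curve at half-maximal effect; % of control where 0% means no effect; nearly all actives have a fitted effect of over 45% in size; temperature-sensitive fusion mutants such as fzo1-1 at 37 °C on non-fermentable ethanol glycerol medium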
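Read-out: ATP-based luminescence (CellTiterGlo, 10 min ambient) reporting growth of fusion-defective ts yeast after 48 hours at 37C on glycerol/ethanol YPEG medium in the presence of compound.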
* marks the source's active call; other numbers are inactive results; ? = inconclusive; · = no result given; [ ] = remark or other dose. Unless noted, calls follow the shape of the dose curve; as a rule, active = well fitted curve in the direction sought with a large enough effect; inconclusive = small, poorly fitted or top-dose-only effect, or another doubt; inactive = no such curve, though single readings can be large; an effect the other way counts as inactive or inconclusive.

Each structure is followed by: B2AR arrestin	TSHR antagonist	Tb PFK inh	uPA generation	TCR act	USP2a block	BCR signal inh	ELG1 DNA repair	Eya2 inh	PTAP TSG101 blk	Mito fusion yeast
COCc1ccc(C(=O)N(C)CC2CCCN(CCc3ccc(OC)cc3)C2)o1 (configuration not stated)
  0.1%	-1	-4%	-4%	1%	0%	0%	?	11%	-1%	6%
CCCCC(=O)Nc1cc(C)c2c(=O)oc3ccccc3c2n1
  0.2%	14	0%	2%	-3%	0%	19%	2%	-9%	-2%	3%
O=C(NNC(=O)c1ccccc1Br)c1ccccc1Cl
  -0.1%	-4	-2%	-4%	-1%	-1%	?	?	-17%	1%	-1%
CCOC(=O)c1c(NC(N)=O)nc2n1CCC2
  -0.2%	-2	-4%	13%	-18%	-6%	?	?	12%	-6%	-2%
CCC1=NC(c2ccc(OC)c(OC)c2)N(O)C1(C)C (configuration not stated)
  -0.8%	-12	1%	3%	-4%[46.1 µM]	4%	0%	9%	4%	-6%	2%
O=C(NCC(c1ccco1)N1CCOCC1)c1ccc([N+](=O)[O-])cc1 (configuration not stated)
  -1.1%	-4	-1%	1%	-1%	1%	-1%	-7%	-7%	-3%	4%
Cc1[nH]n(-c2ccccc2)c(=O)c1CCOC(=O)c1ccc(C(F)(F)F)cc1
  -0.4%	-4	0%	1%	·	1%	0%	-1%	-3%	-4%	-2%
OCCC1CN(Cc2ccon2)CCN1CCc1ccccc1 (configuration not stated)
  0.2%	0	0%	-7%	-5%	2%	-1%	13%	5%	-7%	-2%
CC(C)(C)c1[nH]nc2c1C(c1ccc(OC(=O)c3ccco3)cc1)C(C#N)=C(N)O2 (configuration not stated)
  -0.4%	-19	4%	-8%	3%	1%	?	-2%	-5%	-4%	3%
Cc1cc(C)cc(NCc2cc(=O)oc3cc(-c4ccccc4)c(O)cc23)c1
  -0.1%	-13	0%	-4%	-1%[46.1 µM]	0%	14%	-4%	-14%	0%	3%
Cc1ccc(C(=O)n2nc(-n3cccc3)c3c(C)cc(C)nc32)cc1
  -0.4%	-8	-7%	-3%	1%	-1%	?	20%	0%	-7%	?
CCOC(=O)N1CCN(C(=O)c2cc(OCC)c(OCC)c(OCC)c2)CC1
  0.3%	-11	0%	-13%	5%	1%	1%	-1%	3%	1%	-10%
Cc1cc(C)c(S(=O)(=O)n2cnc3ccccc32)c(C)c1
  0.5%	1	-1%	-3%	0%	2%	0%	2%	-9%	-6%	1%
COc1ccc(N2C(=O)C3CCCN3C2c2ccccc2F)cc1 (configuration not stated)
  0.1%	10	-3%	5%	-5%	1%	-6%	6%	-3%	0%	1%
NC(=O)c1cccc([N+](=O)[O-])c1
  -0.7%	1	2%	0%	-17%	0%	-4%	33%	-5%	2%	-18%
COc1cccc(NC(=O)Nc2nc(SC)ns2)c1
  18%	-3	-2%	7%	-4%	2%	?	?	-9%	1%	1%
O=C(Nc1cccc(F)c1)c1ccc(Br)o1
  0.0%	2	0%	-3%	-6%	3%	?	?	12%	-6%	8%
O=C(CN1CCN(c2ccccc2)CC1)Nc1nnc(-c2ccccc2)s1
  -0.3%	-8	4%	-3%	-11%	-2%	-1%	12%	19%	-5%	-1%
CC(=O)c1c(C)nc2ccc(Br)cc2c1C(=O)O
  0.5%	16	3%	-5%	-15%	0%	?	9%	16%	0%	0%
S=C(/N=c1/sccn1Cc1ccccc1)NC1CC1
  -0.7%	3	-4%	-6%	0%	-3%	5%	-20%	-7%	-3%	-24%
Cc1ccc(S(=O)(=O)NCCN2CCN(S(=O)(=O)c3ccccc3Cl)CC2)cc1
  -3.0%	-8	-2%	1%	-3%	-1%	-2%	-2%	-5%	-5%	0%
O=C(Nc1ccc2oc(-c3ccncc3)nc2c1)c1ccc(F)cc1
  0.0%	-6	-4%	0%	-56%	0%	8%	?	-8%	2%	4%
CCCCN(CC)S(=O)(=O)c1ccc(C(=O)Nc2nnc(-c3ccccc3Cl)o2)cc1
  -0.3%	-7	-1%	·	·	-13%	-9%	?	7%	·	11%
CC(=O)c1ccc2c(c1)C1C=CCC1C(c1ccc(S(=O)(=O)N3CCOCC3)cc1)N2 (configuration not stated)
  -0.4%	-14	0%	-3%	-3%[46.1 µM]	-1%	?	0%	-3%	-3%	-5%
CC(C)Oc1ccc(CNC(=S)N/N=C/c2cccnc2)cc1
  0.0%	1	0%	-11%	-2%	-1%	?	-17%	2%	-2%	-8%
O=C(O)c1cccc(NC(=S)NC(=O)c2ccc3ccccc3c2)c1
  0.0%	-19	9%	-4%	1%	0%	?	?	0%	0%	8%
O=C(O)c1cc(NN=Nc2cccc(S(=O)(=O)O)c2)cc([N+](=O)[O-])c1
  -2.3%	-7	-16%	11%	2%	2%	-6%	-2%	16%	-2%	-3%
COCC(=O)NC1CCCCCC1
  -0.1%	-8	1%	4%	1%	-2%	-12%	5%	-5%	-4%	5%
COc1ccc(-n2c(C)c3c(OC)cccc(=O)c3c2C)cc1
  -0.5%	-5	0%	6%	6%	-6%	-1%	-5%	-5%	-2%	-2%
Nc1nc(-c2ccco2)nn1C(=O)c1ccc(Cl)cc1
  -0.2%	2	-4%	1%	5%	2%	-1%	-1%	-4%	0%	3%
Cc1cc(C)n(-c2nc(NCCCN(C)C)c3c4c(sc3n2)COC(C)(C)C4)n1
  0.3%	17	0%	-10%	-9%	-1%	?	5%	-18%	-2%	-8%
COCC(C)n1c(C)cc(C(=O)COC(=O)CNC(=O)c2ccccc2)c1C (configuration not stated)
  -1.1%	7	-2%	1%	-2%[46.1 µM]	2%	?	?	5%	5%	-8%
COc1ccc(-c2nn(-c3ccccc3)cc2C(N)=O)cc1OC
  0.0%	-16	-4%	0%	-1%	0%	-4%	-23%	-16%	0%	-1%
CSCC[C@H](NC(=O)[C@@H]1CSC2c3ccccc3C(=O)N21)C(=O)NC1CCCC1 (some centres not stated)
  -0.8%	33	-4%	-13%	-3%	3%	0%	17%	2%	-6%	2%
CC(C)[C@H](NC(=O)c1ccccc1F)C(=O)NC1CCCCCCC1
  0.0%	·	-1%	-3%	0%	0%	-4%	0%	-2%	0%	·
CC(C)=CC(=O)N1CCC(N2CCC(C(=O)N3CCOCC3)CC2)CC1
  -0.9%	-12	-1%	10%	2%	4%	-5%	-7%	0%	-4%	5%
CCN(CC)c1ccc2c(Cl)c(Br)c(=O)oc2c1
  -0.4%	-22	1%	-12%	·	?	?	?	?	1%	-14%
O=C(Nc1ccccn1)c1ccc2ccccc2n1
  4.9%	2	1%	-12%	-6%	0%	?	?	7%	0%	2%
C[C@H](NC(=O)c1nc[nH]c1C(=O)NCCCCCNC(=O)OC(C)(C)C)C(=O)OC(C)(C)C
  -0.9%	22	-8%	12%	9%	-5%	0%	5.2µM*	-3%	-2%	-1%
CCn1c(SCC(=O)Nc2sc3c(c2C(N)=O)CCC(C)C3)nnc1-c1ccco1 (configuration not stated)
  -0.2%	-12	1%	9%	8%	-11%	8%	-18%	-6%	-6%	-1%
Cc1ccnc(OC(C(=O)O)C(OCCc2ccccc2)(c2ccccc2)c2ccccc2)n1 (configuration not stated)
  -0.6%	?	9%	2%	-2%	0%	1%	-7%	-1%	-4%	1%
COc1ccccc1N1CCN(C2CCCN(C(=O)CCC(=O)N(C)C)C2)CC1 (configuration not stated)
  -0.3%	17	2%	-2%	-1%	0%	-3%	2%	5%	-3%	1%
O=C(N/N=C/c1ccccc1O)c1ccc2c(c1)OCO2
  2.7%	-22	10%	-3%	2%	4%	?	?	15%	-4%	-19%
CC(=O)Nc1ccc2c(c1)CN(c1cc(C)ccc1C)CO2
  -0.2%	-8	2%	-6%	-6%[46.1 µM]	2%	-6%	0%	-3%	-1%	-9%

No enrichment for hits. Share with any hit: about 3%.
